Screening data as filed in PubChem BioAssay.
Bcl-xL primary: blocks human Bcl-xL binding to Bim BH3 peptide | Q07817 | GST-Bcl-xL / FITC-Bim BH3 peptide fluorescence polarization | inhibition, % at 10.9 µM | 0.7% of 320,000 active;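 active = inhibition above the mean of all tested compounds plus 3 SD, cutoff set per campaign, cut at about 30% in these data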;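 also: 0% = DMSO wells and 100% = unlabeled Bim-BH3 peptide competitor; inhibitors lower millipolarization by displacing the labeled peptide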
MEX-5 binding: C. elegans MEX-5 TCR-2 RNA binding activity; Q9XUB2; 0.38% of 300,000 active; activity score (negative = inhibition of binding), % at 10 µM; MEX-5/FITC-TCR2 RNA binding, fluorescence polarization; hits give low values;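 active = inhibition past about -25% in most replicates, and total fluorescence under double the plate's negative control median, limit read from the data; inconclusive = replicates evenly split on the limit, or fluorescence at least double controls; inactive = too little inhibition in most replicates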;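 also: 0% = DMSO and -100% = 5 µM competing unlabeled TCR2 RNA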
GLD-1 RNA inh: GLD-1-TGE RNA interaction inhibition (C. elegans). purified GLD-1 + fluorescein TGE RNA, fluorescence polarization. inhibition, % at 5.96 µM. 0.44% of 320,000 active;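 active = percent inhibition above a per-plate cutoff, the plate mean of test compounds plus 3 SD, cut at about 30% in these data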;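 also: 0% = DMSO wells with GLD-1 and probe and 100% = wells lacking GLD-1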
GRK2 aptamer HTS: inhibitors of human GRK2 displacing RNA aptamer; 0.59% of 330,000 active; inhibition of aptamer binding, % at 10 µM; P25098; bead flow cytometry, FAM-aptamer displacement from GRK2;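 active = inhibition of aptamer binding above 40%, roughly 3 SD of noise, on plates passing a quality check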;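 also: median bead fluorescence of bound FAM aptamer so fluorescent compounds give negative values; no value below 0 was filed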
Target sequence (P25098 whole entry, looked up): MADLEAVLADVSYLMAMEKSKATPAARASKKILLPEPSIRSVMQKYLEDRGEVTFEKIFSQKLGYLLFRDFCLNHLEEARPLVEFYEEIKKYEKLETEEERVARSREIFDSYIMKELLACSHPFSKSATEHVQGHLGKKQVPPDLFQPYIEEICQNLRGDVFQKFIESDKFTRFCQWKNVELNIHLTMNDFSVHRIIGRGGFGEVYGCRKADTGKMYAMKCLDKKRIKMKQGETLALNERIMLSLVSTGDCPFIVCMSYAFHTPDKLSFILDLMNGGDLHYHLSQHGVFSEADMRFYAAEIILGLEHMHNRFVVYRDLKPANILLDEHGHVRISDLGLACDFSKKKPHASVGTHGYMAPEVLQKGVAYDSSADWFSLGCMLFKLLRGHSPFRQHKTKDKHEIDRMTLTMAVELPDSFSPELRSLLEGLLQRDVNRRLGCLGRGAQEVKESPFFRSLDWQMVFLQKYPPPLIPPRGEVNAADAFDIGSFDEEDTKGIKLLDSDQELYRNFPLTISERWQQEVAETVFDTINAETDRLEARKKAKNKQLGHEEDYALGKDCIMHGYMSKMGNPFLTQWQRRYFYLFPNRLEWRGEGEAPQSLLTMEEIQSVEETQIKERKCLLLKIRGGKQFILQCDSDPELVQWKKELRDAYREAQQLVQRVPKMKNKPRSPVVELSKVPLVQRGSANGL
VLA-4 inh: inhibition in a human VLA-4 binding assay. P13612. VLA-4 expressing cells, ligand binding flow cytometry. inhibition, % (about 7 µM as worked out from the volumes in the protocol). 0.2% of 330,000 active. AID 2557; in the data active = inhibition above about 50%
MCL1 BIM primary: inhibitors of human MCL1 binding to BIM-BH3 peptide; Q07820; 0.68% of 320,000 active; inhibition, % at 10.9 µM; GST-MCL1 / FITC-Bim-BH3 fluorescence polarization;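 active = inhibition above the mean inhibition of all tested compounds plus 3 SD, set per campaign, cut at about 40% in these data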;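 also: 0% = DMSO wells and 100% = unlabeled Bim-BH3 peptide control; higher means more loss of mP so more displacement of Bim peptide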
Target sequence (Q07820 whole entry, looked up): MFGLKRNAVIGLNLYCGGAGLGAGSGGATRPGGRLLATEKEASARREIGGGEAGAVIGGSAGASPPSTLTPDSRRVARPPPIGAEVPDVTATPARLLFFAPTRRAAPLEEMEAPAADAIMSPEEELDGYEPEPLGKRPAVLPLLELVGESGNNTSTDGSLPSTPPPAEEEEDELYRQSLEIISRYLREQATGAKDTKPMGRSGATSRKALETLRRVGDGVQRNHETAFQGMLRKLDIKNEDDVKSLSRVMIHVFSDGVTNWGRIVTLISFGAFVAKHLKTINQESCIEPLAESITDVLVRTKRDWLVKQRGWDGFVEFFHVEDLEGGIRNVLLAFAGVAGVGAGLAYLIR
CIT2 TOR yeast: alters CIT2-GFP fluorescence in TOR pathway yeast screen; AID 2029; 0.065% of 320,000 active; S. cerevisiae CIT2-GFP strain, flow cytometry, 3 h; 100 means same as DMSO wells; GFP response vs DMSO, % at 10 µM;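 active = GFP response relative to DMSO above a set limit, near the screen mean plus 3 SD, cut at about 150% in these data; inconclusive = Fewer than 70 cells measured for a yeast strain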;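 also: ratio of well median GFP fluorescence to mean of DMSO wells on the plate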
AGP1-GFP MLPCN: modulators of TOR pathway AGP1-GFP in S. cerevisiae | S. cerevisiae AGP1-GFP multiplex flow cytometry, 3 h; GFP as percent of DMSO wells | 0.02% of 320,000 active | GFP response vs DMSO, % at 10 µM;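 active = GFP response relative to DMSO above a set limit, near screen average plus 3 SD, cut at about 150% in these data; inconclusive = fewer than 70 cells counted for the yeast strain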;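 also: median GFP channel fluorescence of the gated AGP1 strain per well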
Fam108B counter: Fam108B inhibition, counter-screen for RBBP9 inhibitors; inhibition, % at 9.51 µM; 0.33% of 300,000 active; AID 1947; recombinant Fam108B, FP-Rh probe fluorescence polarization;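 active = inhibition above the screen mean inhibition plus 3 SD, computed separately per campaign, cut at about 18% in these data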;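 also: inhibitors lower polarization as less probe binds the enzyme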
Starred values were filed as active, the others as inactive; i = inactive; u = inconclusive; x = not tested or not shown; + = active, no number; [ ] = remark or other dose. Outcome played no part in choosing rows; about 2.2% have a hit in one of these screens.

Every second line gives: CIT2 TOR yeast | MEX-5 binding | MCL1 BIM primary | GRK2 aptamer HTS | AGP1-GFP MLPCN | GLD-1 RNA inh | Bcl-xL primary | Fam108B counter | VLA-4 inh
O=C(CN1CCCCCCC1)Nc1cc(Cl)cc(Cl)c1
 : 74.8 | 4.6 | 3.0 | 0.0 | 95.8 | 32.8* | 2.6 | -0.9 | 5.2
c1cnc(N2CCN(c3ccc4ccccc4n3)CC2)nc1
 : 84.9 | -0.2 | -3.0 | 3.0 | 91.9 | -1.5 | -0.9 | 9.0 | 4.6
Cc1cc(C)c2c(CN3CCN(C/C=C/c4ccccc4)CC3)cc(=O)oc2c1
 : 91.3 | 0.0 | -4.1 | 0.0 | 103.9 | -6.3 | 2.6 | -2.0 | -1.3
Cc1ccc(NC(=O)Cc2ccc(Cl)cc2)nc1
 : 88.1 | -0.7 | 9.8 | 0.0 | 99.7 | 6.0 | 7.9 | 1.6 | -77.5
Cc1cccc(-c2noc(CN(C(=O)c3c(-c4ccccc4Cl)noc3C)C(C)C)n2)c1
 : 88.7 | x | -2.0 | 1.0 | 98.3 | -5.6 | 3.1 | 1.2 | 28.3
CCN(CCCNC(=O)Cn1ncc2c([nH]c3ccc(C)cc32)c1=O)c1cccc(C)c1
 : 100.5 | 0.8 | 0.2 | 0.0 | 98.5 | -3.6 | 1.4 | 0.4 | 1.3
COC(=O)c1nc(N)sc1-c1ccccc1
 : 109.6 | x | -5.8 | 0.0 | 109.1 | 6.1 | 4.4 | 0.2 | -0.6
CC(=O)Nc1ccc(S(=O)(=O)N2CCC(C(=O)NCCC(=O)Nc3nccs3)CC2)cc1
 : 106.1 | 0.7 | 8.5 | 0.0 | 97.1 | 2.9 | 2.6 | -2.0 | 0.6
Cc1cc(NCCOCCO)n2ncc(-c3ccc(Cl)cc3)c2n1
 : 99.4 | -0.3 | 6.5 | 0.0 | 101.9 | -1.0 | 9.2 | 3.5 | 15.1
Cc1ncoc1C(=O)N1CCCC(C(=O)c2cccc(C(F)(F)F)c2)C1 (stereo unspecified)
 : 95.8 | 0.1 | 8.9 | 0.0 | 101.6 | 6.8 | 3.0 | 3.6 | -4.5
O=C(CN1CCCCC1)Nc1ccccc1NC(=O)CN1CCCCC1
 : 89.7 | 0.4 | -1.2 | 0.0 | 94.1 | -2.6 | 3.9 | 1.3 | 18.5
CCOC(=O)N1CCC(N2CCCC(CO)(Cc3ccccc3C)C2)CC1 (stereo unspecified)
 : 104.0 | 4.3 | 2.4 | 0.0 | 104.0 | -1.9 | 5.7 | -4.5 | 3.4
CC1(C)N=C(SCC(=O)Nc2ccccc2)C(c2ccc(Cl)cc2)=N1
 : 92.0 | 3.1 | 8.2 | 7.0 | 94.0 | 2.5 | 3.4 | -2.0 | -2.9
Cc1ccc(NS(=O)(=O)c2ccc(-c3ccc(=O)[nH]n3)o2)c(C)c1
 : 104.3 | 0.0 | 12.6 | 1.0 | 100.5 | -0.4 | 5.4 | -2.2 | 23.0
CCOc1cc(CO)cc(Br)c1OCC(N)=O
 : 98.1 | -3.1 | -1.6 | 2.0 | 101.9 | 2.9 | 3.7 | -0.6 | 18.7
COc1ccc(CSc2ccc(S(=O)(=O)N3CCCCC3)cn2)cc1F
 : 106.7 | x | 0.6 | 1.0 | 101.3 | 0.8 | -0.6 | x | 12.1
S=c1[nH]nc(-c2ccc(Cl)cc2)n1Cc1ccccc1
 : 100.3 | 0.5 | -10.1 | 1.0 | 95.0 | 5.4 | -10.3 | 4.2 | -63.9
CC(Oc1cc2oc(=O)c3c(c2cc1Cl)CCC3)C(=O)NCc1ccccn1 (stereo unspecified)
 : 105.6 | 0.8 | -9.7 | 0.0 | 103.2 | -0.7 | 1.1 | 3.7 | 1.1
Cn1c(SCC(=O)Nc2cc(C(C)(C)C)nn2-c2ccccc2)nc2ccccc21
 : 101.2 | -0.1 | -13.8 | 0.0 | 106.0 | -1.5 | -5.8 | -0.6 | 18.4
Cc1ccc(-c2cn(-c3ccccc3)c(SCC(N)=O)n2)cc1C
 : 101.2 | 1.6 | -4.8 | 3.0 | 101.7 | -4.0 | 5.8 | -2.2 | 3.5
O=C(O)C1CSC(c2ccc3c(c2)OCO3)N1 (stereo unspecified)
 : 111.9 | 2.8 | 5.4 | 0.0 | 103.2 | -2.0 | -1.6 | 14.8 | 2.5
CC(C)(C)NC(=O)CN(C(=O)C1CSC(=O)C1)c1ccc2c(c1)OCCO2 (stereo unspecified)
 : 98.6 | 1.2 | -3.7 | 0.0 | 102.9 | 0.7 | -0.1 | -4.6 | 2.3
CCN(CC)CCSc1nc2ccccc2n1Cc1ccccc1
 : 99.2 | 1.4 | 3.1 | 0.0 | 100.4 | 3.6 | 3.3 | 5.8 | -1.2
CC(CC(=O)N(CCC1=CCCCC1)c1c(N)n(Cc2ccccc2)c(=O)[nH]c1=O)c1ccccc1 (stereo unspecified)
 : 82.1 | -2.2 | -3.2 | 0.0 | 113.4 | 9.3 | -2.2 | -2.1 | 6.9
CC(=O)Nc1ccc(S(=O)(=O)Oc2ccc(/C=N/NC(=O)c3ccc(Cl)cc3)cc2)cc1
 : 100.5 | 1.8 | -2.9 | 0.0 | 105.4 | -7.1 | 0.6 | -0.8 | -14.3
O=C(Nc1cc(Cl)ccc1N1CCOCC1)c1cnccn1
 : 110.1 | 1.9 | 12.5 | 3.0 | 94.7 | 1.0 | 1.4 | 1.5 | -7.5
Cc1ccc(/C=N/NC(=O)c2ccccn2)s1
 : 109.9 | 0.6 | -6.4 | 0.0 | 105.8 | 2.6 | 0.4 | 1.7 | 10.0
CC(=O)N(Cc1ccccc1)c1ncc2c(n1)c(=O)c(C#N)c1ccccn12
 : 96.9 | -8.5 | 45.0* | 0.0 | 98.7 | 18.2 | 33.7* | 1.4 | -0.2
CC(C)NC(=O)c1ccc(N(Cc2ccc(Cl)cc2)S(C)(=O)=O)cc1
 : 107.4 | 1.4 | -0.6 | 0.0 | 108.6 | 0.2 | 1.4 | 2.5 | 17.6
CSC1=NCCN1S(=O)(=O)c1ccccc1
 : 101.5 | -2.0 | 7.8 | 0.0 | 96.0 | 4.6 | 6.2 | 1.8 | 0.0
CC(CSc1nnnn1-c1ccccc1)Cn1c(N2CCCC2)nc2c1c(=O)[nH]c(=O)n2C (stereo unspecified)
 : 95.9 | 0.4 | 6.1 | 1.0 | 99.2 | 0.1 | -0.9 | -7.1 | 6.2
Nc1c(C(=O)OCC2CCCO2)c2nc3ccccc3nc2n1C1CCCCC1 (stereo unspecified)
 : 96.1 | -0.7 | 0.5 | 0.0 | 102.4 | -5.1 | 2.6 | -0.4 | 3.3
O=C(O)CCCCC1CCSS1 (stereo unspecified)
 : 77.5 | u | 102.2* | 22.0 | 79.8 | 3.0 | 21.3 | -10.5 | 20.3
CN(C)S(=O)(=O)N1CCC(CO)(CCc2ccccc2)CC1
 : 87.0 | -0.3 | 3.0 | 0.0 | 84.3 | 6.5 | 1.1 | -0.9 | 0.2
CN(C)c1ccc2nc3c(=O)[nH]c(=O)nc-3n(CC(O)C(O)C(O)CO)c2c1 (stereo unspecified)
 : 104.2 | u | + | 4.0 | 102.9 | 163.2* | 189.6* | -293.1 | -9.4
COc1ccc(C(=O)COC(=O)C2COc3ccccc3O2)cc1F (stereo unspecified)
 : 104.8 | x | x | 1.0 | 103.4 | 3.6 | x | x | -2.8
O=C(NC1CCCC1)C1CCCN1S(=O)(=O)c1cccc2cccnc12 (stereo unspecified)
 : 107.9 | -0.3 | -1.8 | 0.0 | 94.8 | 7.2 | 2.0 | 1.6 | 36.4
Cc1ccc2nc(N3CCN(C(=O)CCCC(=O)O)CC3)nc(-c3ccccc3)c2c1
 : 91.8 | 1.2 | 10.6 | 7.0 | 83.7 | -0.4 | 7.0 | 9.1 | -10.2
CN(C)c1cccc(C(=O)N/N=C/c2ccsc2)c1
 : 101.5 | -2.7 | 7.7 | 2.0 | 96.3 | -6.7 | 4.2 | 0.7 | 8.3
Nn1c(SCC(=O)Nc2ccc(F)cc2F)nnc1-c1cccnc1
 : 106.4 | -0.7 | -1.5 | 0.0 | 104.4 | 2.9 | 2.2 | 1.1 | 0.0

Structures listed above printed as active in GLD-1 RNA inh.
canonical_smiles | CIT2 TOR yeast | MEX-5 binding | MCL1 BIM primary | GRK2 aptamer HTS | AGP1-GFP MLPCN | GLD-1 RNA inh | Bcl-xL primary | VLA-4 inh
O=C(CN1CCCCCCC1)Nc1cc(Cl)cc(Cl)c1 | 74.8 | 4.6 | 3.0 | 0.0 | 95.8 | 32.8* | 2.6 | 5.2
CN(C)c1ccc2nc3c(=O)[nH]c(=O)nc-3n(CC(O)C(O)C(O)CO)c2c1 (stereo unspecified) | 104.2 | u | + | 4.0 | 102.9 | 163.2* | 189.6* | -9.4

(more compounds)
Every second line gives: CIT2 TOR yeast | MEX-5 binding | MCL1 BIM primary | GRK2 aptamer HTS | AGP1-GFP MLPCN | GLD-1 RNA inh | Bcl-xL primary | Fam108B counter | VLA-4 inh
Cc1c(C(=O)OCC2CCCO2)[nH]c2c1C(=O)CC(c1ccc(N(C)C)cc1)C2 (stereo unspecified)
 : 101.1 | -2.0 | -3.5 | 0.0 | 103.8 | 10.3 | 0.5 | 0.7 | 2.1
CCCCCn1c(CN2CC(C)OC(C)C2)nc2c1c(=O)n(C)c(=O)n2C (stereo unspecified)
 : 92.7 | -1.4 | 2.0 | 3.0 | 98.2 | -5.9 | -2.5 | -0.4 | -1.2
O=S1(=O)CCN2C=C(Cl)C=C(Cl)C2=N1
 : 107.3 | 1.5 | 3.0 | 4.0 | 105.4 | 5.1 | 3.6 | 3.8 | 2.8
COc1ccc(C(=O)CN2C(=O)NC(C)(c3ccccc3)C2=O)cc1OC (stereo unspecified)
 : 104.1 | 1.5 | -5.4 | 3.0 | 99.9 | 3.5 | -0.9 | -3.8 | 13.9
CCn1cc(CNC(=O)c2c(-c3c(Cl)cccc3Cl)noc2C)c(C)n1
 : 110.2 | -0.8 | -5.7 | 0.0 | 106.3 | 2.9 | 2.6 | 1.9 | 19.9
CCOc1ccc(N(CC(=O)NCc2cccnc2)S(=O)(=O)c2ccc(F)cc2)cc1
 : 95.8[may fluoresce red] | 1.6 | 3.2 | 3.0 | 97.5[may fluoresce red] | 6.4 | 4.2 | 3.3 | -1.9
Cn1c(=O)c(=O)n(C)c2cc(S(=O)(=O)NCCOc3ccccc3Cl)ccc21
 : 111.2 | 1.4 | 9.9 | 2.0 | 99.0 | -0.6 | 2.5 | -0.3 | -1.5
CC(=O)N1CCN(S(=O)(=O)c2ccc3c(c2)OCCO3)CC1
 : 87.8 | x | -5.9 | 2.0 | 99.2 | -5.4 | -4.8 | x | 17.0
CCOc1ccc(C(=O)NCC(c2cccs2)N2CCOCC2)cc1 (stereo unspecified)
 : 112.8 | x | x | 0.0 | 99.2 | -1.7 | x | x | -10.9
CCCCNc1c(-c2ccc(SC3CCCCC3)cc2)nc2cnccn12
 : 95.9 | x | x | 0.0 | 102.7 | 19.3 | x | x | i
